Screens: PubChem, Sanford-Burnham Center for Chemical Genomics
A3G deaminase = blocks human APOBEC3G single-stranded DNA deamination. recombinant A3G, ssDNA deamination FAM/TAMRA fluorescence. inhibition, % at 20 µM. actives 0.28% (n = 330,000). AID 493012;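 active = inhibition of at least 40% at 20 µM, with no more than 30% in the related APOBEC3A deaminase screen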;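 also: plate controls were DMSO wells with A3G for no effect and wells lacking A3G enzyme for full effect; some compounds called inactive have numbers as strong as hits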
Target sequence (Q9HC16 whole entry, looked up): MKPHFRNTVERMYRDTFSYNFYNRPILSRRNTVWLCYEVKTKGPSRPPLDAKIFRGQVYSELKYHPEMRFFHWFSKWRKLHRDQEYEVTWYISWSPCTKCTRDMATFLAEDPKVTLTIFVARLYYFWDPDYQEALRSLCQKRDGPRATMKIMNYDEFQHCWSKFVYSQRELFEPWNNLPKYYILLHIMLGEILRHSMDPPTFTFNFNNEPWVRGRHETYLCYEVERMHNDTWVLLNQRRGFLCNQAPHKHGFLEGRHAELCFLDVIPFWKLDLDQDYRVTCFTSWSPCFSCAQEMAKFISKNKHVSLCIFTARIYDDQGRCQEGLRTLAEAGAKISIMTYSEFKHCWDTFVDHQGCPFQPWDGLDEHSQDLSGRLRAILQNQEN
APOBEC3A inh = inhibitors of human APOBEC3A DNA deaminase | recombinant A3A, FAM/TAMRA ssDNA deamination fluorescence | inhibition, % at 20 µM | actives 0.41% (n = 330,000);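 active = at least 40% inhibition at 20 µM here, with at most 30% in a related deaminase screen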;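 also: plate controls were A3A with DMSO for no effect and wells lacking A3A enzyme for full effect; some results filed as inactive read as strong as hits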
Target sequence (P31941 whole entry, looked up): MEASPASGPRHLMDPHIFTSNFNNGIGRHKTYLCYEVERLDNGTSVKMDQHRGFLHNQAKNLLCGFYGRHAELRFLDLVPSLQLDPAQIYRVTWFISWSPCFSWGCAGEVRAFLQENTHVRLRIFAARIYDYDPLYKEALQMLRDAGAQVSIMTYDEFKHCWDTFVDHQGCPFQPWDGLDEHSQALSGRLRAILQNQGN
beta cell repl = induces beta-cell replication in MIN6 cells; AID 2380; MIN6 cells proliferation, ATPlite luminescence, 48 h; cells starved in 0.2% serum; 100% = growth in 10% serum; actives 0.29% (n = 330,000); proliferation, % at 10 µM;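 active = compounds whose signal lies at least 3.5 SD above the mean of all wells on their plate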;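 also: 0% = DMSO-treated cells in low-serum medium and 100% = 10% serum control; some compounds called inactive have numbers as strong as hits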
ATG4B inh = blocks human ATG4B protease cleavage of LC3 substrate | actives 0.51% (n = 340,000) | AID 504462 | inhibition, % at 8.33 µM | Q9Y4P1 | ATG4B cleavage of LC3-PLA2, NBD-HPC fluorescence, 1 h; in the data active = inhibition above about 40%
Target sequence (Q9Y4P1 whole entry, looked up): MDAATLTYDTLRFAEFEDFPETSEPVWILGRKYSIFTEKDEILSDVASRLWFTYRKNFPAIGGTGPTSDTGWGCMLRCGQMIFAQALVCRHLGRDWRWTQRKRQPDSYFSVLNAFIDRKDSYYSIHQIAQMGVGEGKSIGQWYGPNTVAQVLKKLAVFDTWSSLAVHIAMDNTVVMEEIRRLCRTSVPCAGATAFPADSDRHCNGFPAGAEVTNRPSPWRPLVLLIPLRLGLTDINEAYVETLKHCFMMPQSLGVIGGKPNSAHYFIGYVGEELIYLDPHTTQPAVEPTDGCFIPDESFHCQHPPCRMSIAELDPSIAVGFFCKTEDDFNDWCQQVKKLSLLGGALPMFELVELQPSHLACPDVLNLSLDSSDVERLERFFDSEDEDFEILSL
hIAP act = increases human intestinal alkaline phosphatase activity; P09923; purified human IAP, CDP-Star luminescence, 30 min; active compounds read high; 1 = vehicle-only enzyme, 0 = enzyme-free background; activation factor at 10 µM; actives 0.16% (n = 330,000); AID 2524;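 active = activation factor of the enzyme at least 2-fold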; also: the source names both 10 and 20 µM as test concentration; values of inactives mirror those of a sister screen read the other way
hIAP inh = human IAP inhibition | inhibition, % at 10 µM | AID 2544 | P09923 | purified IAP, CDP-Star luminescence, 30 min | actives 0.12% (n = 330,000);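 active = inhibition reaching a set limit with compound at 10 µM in the primary screen, cut at about 35% in these data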;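 also: plate controls were DMSO wells with enzyme for no effect and no-enzyme buffer wells for full effect; values of inactives mirror those of a sister screen read the other way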
mIAP activ = mouse IAP activation | muIAP, CDP-Star luminescence, 30 min; active compounds read high; 1 = vehicle-only enzyme signal, 0 = enzyme-free wells | actives 0.24% (n = 330,000) | AID 2805 | activation factor at 10 µM;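 active = activation factor of at least 2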; also: the source names both 10 and 20 µM as test concentration; values of inactives mirror those of a sister screen read the other way
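Assay system: mouse IAP enzyme; Reagent: CDP-Star chemiluminescent phosphatase substrate; Compound: DMSO-dissolved test compounds; Incubation: 30 min, room temperature; Technique: luminescence from enzymatic CDP-Star hydrolysis; Controls: DMSO-only wells and no-enzyme negative control.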
mIAP inh = blocks mouse intestinal alkaline phosphatase. purified mouse IAP, CDP-Star luminescence, 30 min. inhibition, % at 10 µM. actives 0.2% (n = 330,000);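 active = inhibition of at least 40% at 10 µM in the primary screen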;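 also: plate controls were DMSO with enzyme for no effect and no enzyme wells for full effect; values of inactives mirror those of a sister screen read the other way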
MPTP inh = inhibitors of mitochondrial permeability transition pore; isolated mouse mitochondria, Ca2+ swelling absorbance, 30 min; inhibition, % at 10 µM; actives 1.4% (n = 360,000);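 active = inhibition of 50% or more, scaled per plate between neutral and stimulator controls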;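 also: 0% = DMSO wells given calcium and 100% = 1 mM EGTA wells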
Starred values were filed as active, the others as inactive; nt = no result given.

SMILES	A3G deaminase	APOBEC3A inh	beta cell repl	ATG4B inh	hIAP act	hIAP inh	mIAP activ	mIAP inh	MPTP inh
Cc1cc(C(=O)CN2C(=O)NC(Cc3c[nH]c4ccccc34)C2=O)c(C)n1C (configuration not stated)	-5	2	0	-7	1.4	-41	1	-5	-0.8
COc1ccc(N2CCN(CCCNC(=O)CCCn3c(=O)[nH]c4ccsc4c3=O)CC2)cc1	-5	0	-3	-8	0.88	12	0.94	6	0.2
COc1ccc(NC(=O)CC(C)CC(=O)NCc2ccccc2)c(OC)c1 (configuration not stated)	-5	-7	-3	-4	1.2	-16	1.1	-7	0.7
CCCCc1nnc(NC(=O)COC)s1	-7	3	-2	-2	1.1	-6	1	-4	-0.9
O=C(CN1CCN(Cc2ccccc2F)C1=O)NCCc1ccc(Cl)cc1	-3	-1	0	6	0.92	8	0.99	1	-0.7
NC(=O)c1c(NC(=O)c2ccncc2)sc2c1CCCC2	-4	2	1	-8	1.1	-8	0.99	1	-1.1
COc1ccc(C(=O)NCc2nnc(SCC(=O)NCCc3ccccc3)o2)cc1	-2	-1	-2	-16	1	-4	1	-1	-1.5
CCCn1c(=O)c2sccc2n2c(CCCC(=O)NC3CCN(Cc4ccccc4)CC3)nnc12	1	-2	-6	1	1	-2	1	-5	1.6
Cc1ccc2nc(CSc3nnc(-c4ccco4)o3)cc(=O)n2c1	19	33	0	1	1.1	-7	0.64	36	0.3
CNC(=O)[C@@]1(C)C=C[C@@H](Cc2ccccc2)N1C(=O)OC	-3	1	1	-7	1.2	-18	1	0	-1.2
CCOC(=O)c1c(C)[nH]c(C)c1C(=O)COc1ccc(NC(=O)c2ccco2)cc1	2	7	0	-11	0.93	7	1	0	-1.4
CCSc1nnc(C)c(=O)n1COC(=O)c1ccc(S(=O)(=O)N2CCCC2)cc1	-6	-8	-1	-11	1.2	-20	1	-3	0.8
O=C(Nc1sc2c(c1C(=O)O)CCC2)c1ccc(F)cc1	-4	0	0	8	1.1	-13	0.92	8	-0.5
O=C(COC(=O)c1c(F)cccc1Cl)NC1CCCCC1	-10	-1	0	2	0.94	6	0.99	1	-0.5
O=C(NC1CC1)C1CCN(C2CCN(C(=O)c3ccc(C(F)(F)F)cc3)CC2)CC1	9	3	0	2	0.92	8	1.2	-17	0.4
COc1ccc(/C=N/Nc2nc(N)cc(Cl)n2)cc1OC	-2	1	-2	-13	0.89	11	0.98	2	-0.1
CCC1CCCCN1CCCNC(=O)c1cc2c(Cl)nc3ccccc3c2s1 (configuration not stated)	-3	1	-6	-7	1	-2	0.9	10	-4.3
N#CCOc1ccccc1/C=N/n1nnnc1N	1	2	0	1	1	-4	1	-4	0.9
CCOc1ccc(N2C(=O)CCC2=O)cc1	-6	-6	0	-6	0.99	1	0.94	6	-2.6
Cc1ccc(S(=O)(=O)N2CCN(c3ncnc4scc(-c5ccc(F)cc5)c34)CC2)cc1	13	-5	-3	-12	1.2	-18	0.9	10	0.7
CCC(C)C(NC(=O)c1ccccc1NC(=O)c1ccccc1)C(=O)N1CCOCC1 (configuration not stated)	-10	-5	0	-1	0.86	14	0.96	4	0.8
N#CN=C(N)c1ccccc1	-3	0	-3	-3	1	-1	1	-1	0.6
Cc1cc(C)c(C#N)c(SCC(=O)N2CCN(Cc3ccccc3)CC2)n1	1	0	0	4	0.87	13	0.95	5	-0.1
CC1CCN(C(=O)CSc2nnc(-c3ccco3)o2)CC1	-10	-2	-4	-7	1	-3	0.97	3	-0.8
Cc1cc(C(=O)N2CCC(CO)(Cc3cccc(C(F)(F)F)c3)CC2)n[nH]1	-3	0	6	8	1.3	-28	1	-4	-0.1
CCCn1c(=S)[nH]c2cc(C(=O)N3CCc4ccccc43)ccc2c1=O	-3	-3	-4	65*	1.2	-24	0.86	14	60*
CCCC(=O)OCC(=O)NC1CCCc2ccccc21 (configuration not stated)	-7	5	2	6	1.1	-12	1.1	-9	12
Nc1ccc(CCNc2ncnc3c2ncn3[C@@H]2O[C@H](CO)[C@@H](O)[C@H]2O)cc1	0	0	-2	1	1	0	0.91	9	-0.4
CCO[C@@H]1OC(C(=O)NC2CC2)=C[C@H](c2c[nH]c3ccccc23)[C@H]1CCCO	13	-2	-6	-4	1.1	-5	1.1	-8	-2.0
O=C(Nc1cccc(F)c1)c1cc(S(=O)(=O)N2CCC3(CC2)OCCO3)ccc1F	-18	-8	-4	nt	1.1	-14	0.97	3	nt

Part of the list above, with two lines to a compound.
Second line of a record – A3G deaminase	APOBEC3A inh	beta cell repl	ATG4B inh	hIAP act	hIAP inh	mIAP activ	mIAP inh	MPTP inh
COc1ccc(N2CCN(CCCNC(=O)CCCn3c(=O)[nH]c4ccsc4c3=O)CC2)cc1
→ -5	0	-3	-8	0.88	12	0.94	6	0.2
COc1ccc(NC(=O)CC(C)CC(=O)NCc2ccccc2)c(OC)c1 (configuration not stated)
→ -5	-7	-3	-4	1.2	-16	1.1	-7	0.7

3 of the entries above in order of the MPTP inh value, falling.
SMILES | MPTP inh
N#CCOc1ccccc1/C=N/n1nnnc1N | 0.9
CC1CCN(C(=O)CSc2nnc(-c3ccco3)o2)CC1 | -0.8
CCC1CCCCN1CCCNC(=O)c1cc2c(Cl)nc3ccccc3c2s1 (configuration not stated) | -4.3

(more compounds)
SMILES	A3G deaminase	APOBEC3A inh	beta cell repl	ATG4B inh	hIAP act	hIAP inh	mIAP activ	mIAP inh	MPTP inh
O=C(/C=C/c1ccc2ccccc2n1)c1cc(Br)ccc1O	-4	-2	-5	2	0.86	14	0.86	14	1.4
CC(C)Cc1nnc(NC(=O)CCC(=O)Nc2ccccc2F)s1	-6	-1	-2	9	0.79	21	0.92	8	1.3
CCc1ccccc1NC(=S)NCCSc1ccc(Cl)cc1	-1	4	-7	66*	0.81	19	2*	-102	94*
NC(=O)CC(NC(=O)Cc1cccc2ccccc12)c1ccc(N2CCN(c3ccccc3)CC2)c([N+](=O)[O-])c1 (configuration not stated)	-8	-3	-1	-20	0.99	0	0.89	11	-2.1
C=C(C)COc1ccc(-c2[nH]ncc2-c2ccccc2)c(O)c1	-9	1	-6	7	1.6	-60	0.92	8	5.0
O=C(c1ccccc1Br)N1CCN(c2ccc([N+](=O)[O-])c(N3CCOCC3)c2)CC1	-1	1	-2	2	0.98	2	1	0	-0.7
Cc1ccc(C)c(OCC(=O)Nc2ccc(S(=O)(=O)Nc3ccccn3)cc2)c1C	-3	2	0	4	0.92	8	0.99	1	0.5
CC(=O)Nc1ccc(NC(=O)CSc2ncnc3c2cnn3Cc2ccccc2)cc1	-6	-4	0	-1	0.9	10	1	-1	-0.6
CCCOc1ccc(C(O)C(CN2CCOCC2)c2ccccc2)cc1 (configuration not stated)	-3	-3	1	-6	1.1	-9	0.9	10	0.3
O=C(N/C(=C\c1cccc([N+](=O)[O-])c1)C(=O)N1CCOCC1)c1cccc(Br)c1	-4	-4	-3	15	0.82	18	0.99	1	0.3
N#Cc1ccc(NC(=O)CNc2cc(S(=O)(=O)N3CCOCC3)ccc2NCC2CCCO2)cc1 (configuration not stated)	-15	4	-2	-5	0.96	4	1.1	-5	-1.1
O=C(CSc1nnc(CNC(=O)c2ccco2)o1)Nc1cccc(F)c1	2	1	-2	-8	1.4	-37	0.98	2	-0.1
C=CCN1C(=O)C(Cc2ccc(C)cc2)S/C1=N/N=C/c1ccco1 (configuration not stated)	-5	-2	-3	-3	0.94	6	0.83	17	0.3
CCOc1ccc(C=NNC(=O)c2ccc(-n3cnnn3)cc2)cc1	-2	-2	-2	-8	0.94	6	1.1	-7	2.4
CCOC(=O)c1cc(C(=O)OCC)c(=O)[nH]c1N1CCCC1	-8	0	3	3	1.1	-12	1	-1	-0.5
O=C(O)COc1ccc(/C=N/NC(=O)c2cn(-c3ccccc3)nc2-c2ccccc2)cc1	-4	2	0	-11	1	-4	0.97	3	-0.9
Clc1cccc(CSc2ncn(-c3ccccc3)n2)c1	-7	1	-5	12	1.3	-26	0.95	5	5.4
O=C(NCC1CC1)Nc1ccccc1F	-10	-5	-2	-6	1	-1	0.95	5	0.5
CN(C)c1ccc(/C=N/N(Cc2ccccc2)c2ccccc2)cc1	-2	-2	1	0	1.1	-11	0.87	13	0.7
COc1ccc(C(=O)N(C)Cc2ccccn2)cc1OC1CCN(C(C)C)CC1	-6	-1	0	20	0.93	7	1	-3	1.7
Cc1nc(CNC(=O)CC2C(=O)NCCN2Cc2cccc(Oc3ccccc3)c2)cs1 (configuration not stated)	0	-2	-2	-9	1.1	-6	0.91	9	-0.1
CC1(C)CC(=O)C2=C(C1)OC(N)=C(C#N)C2c1cccc(OC(=O)c2ccco2)c1 (configuration not stated)	-6	1	-1	-8	0.93	7	1.1	-7	-0.5
O=C(N[C@@H](Cc1ccccc1)C(=O)NC1CCCCCC1)c1ccco1	7	5	0	3	1.1	-9	0.94	6	0.3
CCCCn1c(N)c(N(CCC(C)C)C(=O)COC(=O)c2cccnc2OCC)c(=O)[nH]c1=O	-4	-2	0	-3	0.98	2	0.98	2	0.7
COc1cc(/C=N/S(=O)(=O)CCc2ccccc2)ccc1O	-3	0	1	17	1.1	-8	1	0	3.0
CCN(CC)S(=O)(=O)c1ccc(C(=O)N2CCc3ccccc32)cc1	2	-2	-1	1	1.4	-35	1.1	-9	0.1
CC1CC(C)CN(C(=O)c2nn(C)c3c2CSc2ccccc2-3)C1 (configuration not stated)	-7	-9	0	-11	0.92	8	1	0	-0.3
O=C(CSc1nnc(-c2ccccn2)o1)Nc1ccc(F)cc1	-2	1	-3	7	1.2	-21	1	-4	0.6
CC1CCN(c2ccc3nnc(CCC(=O)NC(C)C)n3n2)CC1	-7	-5	0	0	1.1	-8	1.1	-13	0.3
O=C(NNC1=NCCN1Cc1ccccc1)c1cccc(C(F)(F)F)c1	-5	1	2	10	1.2	-22	1	-4	1.7
CCc1cc(=O)oc2c(C)c(O)c(CN(C)C)cc12	-6	-6	0	2	0.82	18	1	0	-2.2
CCC(C)c1ccc(NC(=O)C/C(C)=N/NC(=O)c2cnccn2)cc1 (configuration not stated)	-8	-1	-5	-2	1	-2	0.88	12	6.4
Cn1nccc1C(=O)Nc1cccc(C(F)(F)F)c1	5	0	2	-2	0.99	1	1	-3	0.9
NC(=O)c1nsc(C(=O)N(Cc2ccco2)C(C(=O)NCC2CCCO2)c2ccc(O)cc2)c1N (configuration not stated)	-11	-5	1	2	0.96	4	0.97	3	-1.0
COc1cc2nc(Cl)nc(N3CCCCC3)c2cc1OC	-3	3	7.6*	2	1	0	0.99	1	-1.0
O=C1OCC(c2ccccc2)=C1c1ccc(S(=O)(=O)N2CCOCC2)s1	-1	8	-6	3	0.81	19	1	-1	0.0
COc1ccc(C(=O)N[C@H]2CCCCNC2=O)cc1OC1CCN(C(C)C)CC1	-2	1	3	-6	0.94	6	1.1	-6	-0.5
Cc1ccccc1OCC(=O)N/N=C1\CC(=O)CC(C)(C)C1	-4	-4	0	5	1.2	-21	0.88	12	-0.3
Cc1ccc(S(=O)(=O)Nc2ccncc2)c(C)c1N(C)S(=O)(=O)c1ccc(F)cc1	-2	1	0	1	0.9	10	0.97	3	1.0
N#Cc1nc(-c2ccco2)oc1NCCCN1CCOCC1	-4	1	1	-7	0.86	14	0.94	6	-1.4
COc1ccc(CCN2CC(C(=O)NCc3cc(C(C)C)no3)CCC2=O)cc1 (configuration not stated)	-1	2	-3	3	1.1	-5	0.99	1	0.6
Cc1ccc(S(=O)(=O)NCC(=O)OCC(=O)Nc2ccccc2OC(F)F)cc1	-11	-3	0	-5	0.9	10	1.1	-6	0.4
Cc1ccc(NC(=O)C2CCCCC2)c(O)c1	-2	0	3	nt	1.2	-21	0.97	3	nt
